# Bioassay records from PubChem BioAssay.
# SMN2 splice up: SMN2 splice variant enhancement; HEK293 SMN2-luciferase splicing reporter, luminescence, 30-36 h; Potency, µM (highest dose often 46.1 µM), for inactives: at the highest dose activity change, positive = activation, most hits filed as activators; 210,000 tested, 2.8% active; AID 1458; further: % of control where 0% means no effect; nearly all actives have a fitted effect of over 55% in size
#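 qHTS luciferase splicing reporter: luminescence rises when SMN2 exon 7 is included in transfected HEK293 cells. Compound exposure lasted 30-36 h at 37C, with 4.5 mM final sodium butyrate as control, followed by a ONE-Glo read.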
# RECQ1 inh: blocks DNA unwinding by human RECQ1. P46063. RECQ1 DNA unwinding, red fluorescence kinetic read. Potency, µM (doses to about 57.3 µM), for inactives: at the top dose activity, negative = inhibition, actives largely listed as inhibitors. 240,000 tested, 0.54% active. AID 2549;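 further: plate controls were vehicle for no effect and no enzyme for full effect; nearly all actives have a fitted effect of over 30% in size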
# Target sequence (P46063 whole entry, looked up): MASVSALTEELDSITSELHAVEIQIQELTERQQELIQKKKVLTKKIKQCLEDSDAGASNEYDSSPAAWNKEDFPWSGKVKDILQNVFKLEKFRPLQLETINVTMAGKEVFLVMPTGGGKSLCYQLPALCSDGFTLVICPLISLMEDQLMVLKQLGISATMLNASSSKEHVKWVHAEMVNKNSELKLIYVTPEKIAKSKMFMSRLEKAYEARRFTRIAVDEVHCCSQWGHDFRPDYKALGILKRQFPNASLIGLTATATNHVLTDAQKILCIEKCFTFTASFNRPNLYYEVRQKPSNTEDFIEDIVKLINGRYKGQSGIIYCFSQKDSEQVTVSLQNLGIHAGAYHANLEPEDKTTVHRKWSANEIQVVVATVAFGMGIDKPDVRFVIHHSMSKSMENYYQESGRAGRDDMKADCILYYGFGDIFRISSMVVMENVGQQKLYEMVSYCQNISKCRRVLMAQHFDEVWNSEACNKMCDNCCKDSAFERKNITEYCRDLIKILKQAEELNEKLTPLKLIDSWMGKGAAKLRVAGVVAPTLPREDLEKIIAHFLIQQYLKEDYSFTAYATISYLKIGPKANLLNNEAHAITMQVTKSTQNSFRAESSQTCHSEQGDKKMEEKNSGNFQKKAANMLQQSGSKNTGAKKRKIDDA
#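 RECQ1T1 50 nM; forked duplex (20 bp + 30-nt ss tails) 200 nM, ATP 2 mM final; pH 8.0, 2 mM MgCl2, 2.5 ug/ml poly(dI-dC); 15 min compound preincubation; discontinuous kinetic read over 2 h at RT.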
# ALDH1A1 block: inhibitors of human aldehyde dehydrogenase 1A1. P00352. Purified ALDH1A1, NADH fluorescence, propionaldehyde substrate. Potency, µM (doses to about 75.3 µM), inactives show top-dose activity, negative = inhibition, hits mostly inhibitors. 220,000 tested, 7.3% active. AID 1030; active means well fitted inhibition curve with a large enough effect, not every such curve was filed as active; inconclusive means small, poorly fitted or top-dose-only effect, or another doubt; inactive means no such curve, though single readings can be large or run the other way;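 further: plate controls were no enzyme wells and a reference inhibitor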
# JMJD2E inh: JMJD2E (human) inhibition; JMJD2E catalytic domain, FDH-coupled NADH fluorescence (FDH is formaldehyde dehydrogenase); 230,000 tested, 1.6% active; AID 2147; B2RXH2; Potency, µM (titrated, usually from 57.1 µM), without a hit: at the top dose activity change, negative = inhibition, usual class: inhibitors; active means well fitted inhibition curve with a large enough effect, not every such curve was filed as active; inconclusive means small, poorly fitted or top-dose-only effect, or another doubt; inactive means no such curve, though single readings can be large or run the other way;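 further: 0% = wells with enzyme and -100% = buffer wells without enzyme; nearly all actives have a fitted effect of over 50% in size; many of its hits are not listed in these tables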
# TRb-SRC2 inh: disrupts binding of human TR beta to SRC2 | Potency, µM (series often up to 106 µM), inactives show top-dose activity change, negative = inhibition, hits mostly inhibitors | AID 1469 | TRbeta-SRC2 peptide binding, fluorescence polarization; receptor liganded with 1 µM T3 | 280,000 tested, 0.065% active;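 further: plate controls were bound peptide for no effect and peptide without receptor for full effect; nearly all actives have a fitted effect of over 50% in size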
# Target sequence (P10828 whole entry, looked up): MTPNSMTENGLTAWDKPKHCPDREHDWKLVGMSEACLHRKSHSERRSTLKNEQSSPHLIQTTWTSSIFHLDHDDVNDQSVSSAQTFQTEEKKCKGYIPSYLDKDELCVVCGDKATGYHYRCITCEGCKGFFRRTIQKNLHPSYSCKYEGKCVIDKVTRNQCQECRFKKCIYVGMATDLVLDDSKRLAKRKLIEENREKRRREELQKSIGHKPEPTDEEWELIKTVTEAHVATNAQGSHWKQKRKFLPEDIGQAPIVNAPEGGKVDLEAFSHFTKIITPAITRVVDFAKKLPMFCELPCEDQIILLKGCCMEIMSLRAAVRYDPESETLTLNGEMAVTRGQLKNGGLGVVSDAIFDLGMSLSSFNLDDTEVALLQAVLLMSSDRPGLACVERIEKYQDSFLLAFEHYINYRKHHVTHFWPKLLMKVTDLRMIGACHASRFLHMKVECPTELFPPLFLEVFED
#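 A fluorescence polarization screen tested compounds at multiple concentrations against complex formation between 0.6 uM TRb ligand-binding domain and 20 nM Texas Red SRC2 peptide, with 1 uM T3 present; readout after 5 hr.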
# LMNA splice mod: changes lamin A minigene splicing in HeLa cells. HeLa LMNA splicing GFP/RFP minigene ratio, 48 h. Potency, µM (titrated, usually from 46.1 µM), for the others: at the top dose ratio change, negative = inhibition, actives largely listed as inhibitors. 200,000 tested, 0.01% active; active means well fitted inhibition curve with a large enough effect in the signal ratio, with a control signal flat, not every such curve was filed as active; inconclusive means small, poorly fitted or top-dose-only effect, or effect the other way, or a change in a side signal; the % refers to the signal ratio; further: on the % scale 0 is the no-effect control and ±100 the full control effect
#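 Read-out is the ratio of GFP to DsRed2 object intensity, acquired by 488 nm laser-scanning cytometry on HeLa lamin A-EGFP minigene reporter cells. Compound incubation 48 hrs at 37 °C in Opti-MEM with 2% FBS; DMSO 0.5% final.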
# TexasRed fluor: counter-screen for TRb-SRC2 inhibitors: fluorescence interference; TRb/SRC2 Texas Red total fluorescence interference; Potency, µM (highest dose often 106 µM), for inactives: top-dose fluorescence change, negative = quenching; 280,000 tested, 0.29% active; AID 1479; active means well fitted curve in either direction with a large enough effect; inconclusive means small, poorly fitted or top-dose-only effect; further: on the % scale 0 is the no-effect control and ±100 the full control effect
#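 Human TRb ligand-binding domain at 0.6 uM with 20 nM Texas Red SRC2 peptide in Tris buffer containing 1 uM T3 and 5% DMSO, incubated with compound 5 h at ambient temperature. Total fluorescence (555/632 nm) calculated as parallel + 2 × perpendicular.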
# RGS12 GoLoco inh: inhibitors of human Gai1-RGS12 GoLoco interaction (red fluorophore) | P63096 | Gai1:RGS12 GoLoco peptide FP, rhodamine, 10 min | Potency, µM (top dose mostly 61.6 µM), inactives show top-dose activity, negative = inhibition, most hits filed as inhibitors | 230,000 tested, 0.44% active | AID 880; active means well fitted inhibition curve with a large enough effect, not every such curve was filed as active; inactive means no such curve, though single readings can be large or run the other way; further: on the % scale 0 is the no-effect control and ±100 the full control effect; nearly all actives have a fitted effect of over 30% in size; many of its hits are not listed in these tables
# An asterisk follows results filed as active; i = inactive; ? = inconclusive; . = no result given; & = joins results of further samples; [ ] = remark or other dose. Unless noted, the call rests on the fitted dose curve; in most records, active means well fitted curve in the direction sought with a large enough effect; inconclusive means small, poorly fitted or top-dose-only effect, or another doubt; inactive means no such curve, though single readings can be large; an effect the other way counts as inactive or inconclusive. Potency means the concentration at half of the fitted maximal effect.
SMILES,SMN2 splice up,RECQ1 inh,ALDH1A1 block,JMJD2E inh,TRb-SRC2 inh,LMNA splice mod,TexasRed fluor,RGS12 GoLoco inh
COc1ccccc1CNC(=O)CCCc1ccccc1,17%,-2%,2%,12%,-2%,-2%,2%,9%
CC1=C(C(=O)Nc2ccccc2)C(c2cccs2)NC(=O)N1 (stereo not given),-7%,18%,5%,4%,7%,0%[46 µM],-1%,3%
CCO/C=N/c1c(C#N)c(CC#N)nn1-c1ccccc1,5%,1%,0%,-2%,1%,10%,-3%,6%
CN(C)S(=O)(=O)c1ccc(Cl)c(NC(=O)COC(=O)CNC(=O)c2ccco2)c1,6%,i,?,2%,-9%,-10%[46 µM],-5%,12%
Cc1cccc(C)c1NC(=O)CN1CCNCC1,-3%,-15%,11%,-2%,-11%,4%,0%,3%
Cn1nnc(NC(=O)c2cccs2)n1,-5%,-2%,12%,1%,6%,-4%[9.22 µM],-2%,-19%
COC(=O)[C@@H]1CC[C@H](C)[C@@H](c2ccc(C)cc2)N1C(=O)c1ccc(/C=N\O[C@@H](C)CN2CCCCc3nc(C)c(C)cc32)cc1,.,15%[11.5 µM],14%[13.5 µM],.,3%[11.2 µM],.,4%[11.2 µM],.
O=C(OC(C(=O)NCc1ccc2c(c1)OCO2)c1ccccc1F)c1ccco1 (stereo not given),-7%,3%,1.6µM*,1%,-6%,11%,-4%,0%
CCOC(=O)c1c(C)nn(-c2ccc(NC(=O)CSCC(=O)O)cc2)c1C,.,i,?,0%,0%,.,-4%,9%
Clc1cccc(Nc2nnc(-c3ccccc3)c3ccccc23)c1,-47%[inhibitor],0%&-6%,?,11µM*,-2%&0%,.,0%&-2%,1%&-14%
FC(F)(F)c1cc(NC(=S)NC23CC4CC(CC(C4)C2)C3)cc(C(F)(F)F)c1,9%,7%,0%,-3%,11%,.,-1%,-2%
O=C(Nc1ccccc1)c1cccnc1Nc1ccccc1,-23%,-7%,?,-2%,3%,-4%,1%,10%
Cc1cccc(OCC(=O)O/N=C(\N)Cc2ccc(Cl)cc2)c1,-10%,4%,1%,3%,-16%,?,0%,4%
CC(=O)c1ccc(NC(=O)CCc2c(C)nc3ncnn3c2C)cc1,24%,-3%,10%,10%,-22%,5%,-1%,-4%
CC(C)[C@H](Nc1ccc(C(F)(F)F)cc1[N+](=O)[O-])C(=O)O,.,-8%,.,-2%,2%,.,0%,12%
CCOc1ccc(NS(=O)(=O)c2ccc3[nH]c(=O)oc3c2)cc1,-15%,8%,-15%,-2%,2%,-16%,2%,-1%
Cc1noc(C)c1C(=O)OCC(=O)/C=C1\N(C)c2ccccc2C1(C)C,-16%,-6%,4%,-4%,-6%,-1%,1%,43%[activator]
Cc1cc(C(=O)N/N=C/c2ccc[nH]2)n[nH]1,.,-5%,1%,-17%,-6%,-17%,-3%,.
Cc1cccc(/C=C/C(=O)c2ccc(N3CCOCC3)cc2)c1,-29%,-3%,-11%,-11%,-9%,?,-3%,14%
O=C(N/N=C/c1cc(Br)c(Br)o1)c1cccnc1,6%,1%,?,-6%,4%,-19%,6%,2%
Cc1ccc(N2CN(Cc3ccco3)CNC2=S)c(C)c1,-5%,-3%,-2%,2%,-9%,13%,2%,-10%
COc1ccc(-c2ccc(SCC(=O)c3cccs3)nn2)cc1OC,?,-17%,-23%,7%,1%,?,1%,19%
COc1ccc(/C=c2\s/c(=C/C(=O)c3ccc(C)cc3)[nH]c2=O)c(OC)c1,-11%,-12%,1%,3%,-8%,?,?,18%
CCC(C)(C)c1nnc(NC(=O)c2cccc([N+](=O)[O-])c2)s1,?,i,?,13%,-5%,4%,-3%,-4%
COc1ccc(NC(=O)C2CCC(CNc3c(N4CCOCC4)c(=O)c3=O)CC2)cc1Cl (stereo not given),.,-7%,.,-1%,4%,.,-2%,7%

# Six of the compounds above, with two lines to a compound:
# Results follow in this order: SMN2 splice up, RECQ1 inh, ALDH1A1 block, JMJD2E inh, TRb-SRC2 inh, LMNA splice mod, TexasRed fluor, RGS12 GoLoco inh
Clc1cccc(Nc2nnc(-c3ccccc3)c3ccccc23)c1
    -47%[inhibitor], 0%&-6%, ?, 11µM*, -2%&0%, ., 0%&-2%, 1%&-14%
FC(F)(F)c1cc(NC(=S)NC23CC4CC(CC(C4)C2)C3)cc(C(F)(F)F)c1
    9%, 7%, 0%, -3%, 11%, ., -1%, -2%
O=C(Nc1ccccc1)c1cccnc1Nc1ccccc1
    -23%, -7%, ?, -2%, 3%, -4%, 1%, 10%
Cc1cccc(OCC(=O)O/N=C(\N)Cc2ccc(Cl)cc2)c1
    -10%, 4%, 1%, 3%, -16%, ?, 0%, 4%
CC(=O)c1ccc(NC(=O)CCc2c(C)nc3ncnn3c2C)cc1
    24%, -3%, 10%, 10%, -22%, 5%, -1%, -4%
CC(C)[C@H](Nc1ccc(C(F)(F)F)cc1[N+](=O)[O-])C(=O)O
    ., -8%, ., -2%, 2%, ., 0%, 12%

# (continued)
SMILES,SMN2 splice up,RECQ1 inh,ALDH1A1 block,JMJD2E inh,TRb-SRC2 inh,LMNA splice mod,TexasRed fluor,RGS12 GoLoco inh
CC(=C/c1ccccc1)/C=N/n1c(-c2ccncc2)n[nH]c1=S,-5%,-2%,?,?,3%,-25%[46 µM],-3%,15%
C=CCNC(=O)COc1c(C)ccc(C)c1C,7%,i,-1%,7%,5%,-27%[46 µM],-2%,12%
COc1ccc(-c2nc3cnc(N4CCNCC4)nc3n(-c3ccccc3)c2=O)cc1,-59%[inhibitor],-9%,?,.,.,.,.,3%
CC1(C)C=C(c2ccc(C=O)s2)CC(C)(C)N1,-6%,-8%,4%,-4%,-3%,-1%,0%,2%
Cc1c(Cl)cccc1NC(=O)NCc1ccc(F)cc1,13%,20%,8%,-5%,-5%,23%[46 µM],-5%,-4%
COC(=O)N/N=C/c1cc(N=Nc2ccccc2Cl)ccc1O,.,-29%,.,-9%,?,.,40µM*[quencher],1%
Clc1c(-c2nnc3n2CCCCC3)sc2ccccc12,-6%,-10%,-6%,7%,-9%,-25%,0%,-8%
Cc1nc2cnc(Oc3cccc(Cl)c3)nc2n(CCc2ccccc2)c1=O,-7%,-3%,6.3µM*,.,.,.,.,18%
COc1ccc(NC(=O)c2c(C(F)(F)F)nn(C)c2SCc2ccccc2)cc1,-17%,-10%,8.9µM*,2%,-8%,12%,-6%,-8%
COc1cc2cc3c4c(cc(OC)c(OC)c4c2cc1OC)CCN3C,.,11µM*,?,?,?,.,-6%,-17%
CCCOc1ccc(CC(=O)NCc2ccco2)cc1OC,5%,i,-1%,10%,-4%,-9%,-2%,-13%
O=C(c1cc[n+]([O-])cc1)N1CCc2c([nH]c3ccccc23)C1c1ccccc1Cl (stereo not given),.,i,?,?,3%,26%[46 µM],-1%,11%
CC(C)=CC(=O)OCC(=O)Nc1ccc(Cl)cc1,2%,i,?,-7%,-3%,.,-9%,-17%
C[C@H](NC(=O)c1nc[nH]c1C(=O)N[C@@H](Cc1ccccc1)C(=O)OC(C)(C)C)c1ccccc1,.,-27%,18µM*,8%,9%,.,-2%,4%
COc1ccc(CN(C)CC(=O)c2c(N)n(Cc3ccccc3)c(=O)n(C)c2=O)c(OC)c1,0%,-6%,3%,2%,-18%,-10%,0%,-8%
Cc1cccc(OCC(=O)NC(=S)Nc2ccccc2N2CCOCC2)c1,-11%,-6%,-11%,-2%,-5%,?,0%,8%
Cc1nnc(SC(C)C(=O)N2CCc3ccccc32)s1 (stereo not given),?,i,6%,1%,-10%,2%,-4%,5%
CC(NC(=O)c1ccc(Br)cc1Br)c1ccccc1 (stereo not given),.,i,3%,-2%,-4%,.,-1%,-2%
CC1=C(C)C(=O)N(c2ccc(C(=O)O)cc2)C1=O,-19%,-6%,2%,6%,2%,-3%,4%,5%
CC(C)N1C(=O)c2ccccc2N(Cc2ccccc2)S1(=O)=O,.,-9%,.,?,9%,.,-2%,3%
CCN(CC)C(=O)c1[nH]cnc1C(=O)N[C@@H](Cc1ccccc1)C(=O)OCc1ccccc1,.,-9%,2%,4%,-5%,.,1%,-3%
CCOc1ccc(NC(=S)Nc2ccc(OCC)cc2)cc1,.,i,4%,6%,3%&2%,4%[46 µM],0%&1%,8%
CCc1cccc(NC(=O)CSCc2cc(=O)[nH][nH]2)c1,13%,i,-6%,-6%,6%,-3%,-1%,7%
Cc1cc2oc(=O)cc(C)c2cc1NC(=O)CCC(=O)O,22%,i,?,?,3%,7%,-1%,-3%
Cn1cc(S(=O)(=O)N2CCN(c3cccc(Cl)c3)CC2)c(=O)n(C)c1=O,.,-3%,.,5%,-5%,.,-2%,0%
# Other compounds
SMILES,SMN2 splice up,RECQ1 inh,ALDH1A1 block,JMJD2E inh,TRb-SRC2 inh,LMNA splice mod,TexasRed fluor,RGS12 GoLoco inh
Cc1ccc(S(=O)(=O)N2CCCC(C(=O)NCC3COCCO3)C2)cc1 (stereo not given),-14%,7%,-3%,7%,0%,15%,3%,9%
CC(=O)OC[C@H]1O[C@@H](ON=C(C)C)[C@H](OC(C)=O)[C@@H](OC(C)=O)[C@H]1OC(C)=O,.,-4%[11.5 µM],1%[13.5 µM],.,-9%[11.2 µM],.,?,.
Cc1cccc2sc(NC(=O)CN(C)S(=O)(=O)c3ccc(Br)s3)nc12,9%,-17%,-8%,4%,-14%,?,1%,1%
C=CCn1c(SCc2nc3ccccc3[nH]2)nnc1-c1ccccn1,-10%,-3%,6.3µM*,?,-8%,8%,-11%,6%
CCOc1ccc(-c2nnc(NC(=O)CCCOc3cccc(C)c3)o2)cc1,16%,i,-3%,-20%,3%,6%,-9%,5%
Cc1ccc(N=Nc2c(=O)[nH]n3c(=O)cc(C)[nH]c23)cc1,-37%[inhibitor],9%,?,4%,-7%,-12%,-3%,-8%
O=C(Nc1ccc(F)c(F)c1)c1ccco1,.,-10%,?,3%,-9%[53 µM],.,2%[53 µM],182%[activator]

# Some of the compounds tested; rates above refer to the full screens.
